Screening data deposited in PubChem by several laboratories.
bIAP activator = increases bovine intestinal alkaline phosphatase activity | activation factor at 20 µM | purified bovine IAP, CDP-star luminescence, 30 min; active compounds read high; fold of DMSO-control signal, blank-subtracted | AID 1016 | 200,000 tested, 0.17% active;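 active = activation factor of 2 or more at 20 µM, a signal rise over negative controls twice the positive control's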
PMI act = increases human mannose-6-phosphate isomerase activity | activation factor at 20 µM | AID 1214 | purified human PMI, coupled resazurin fluorescence, 20 min; active compounds read high; 1 = vehicle control, 0 substrate-free wells | 190,000 tested, 0.005% active | P34949;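 active = activation factor of 2 or more at 20 µM, relative to plate controls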
TNAP act hi DEA = TNAP (human) activation, high acceptor; 200,000 tested, under 10 active; activation factor at 20 µM; purified TNAP, CDP-star luminescence, 1 M DEA, 30 min; active compounds read high; 0 = EDTA background, 1 = DMSO-only activity;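 active = activation factor at least 2 at 20 µM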
Target sequence (P05186 whole entry, looked up): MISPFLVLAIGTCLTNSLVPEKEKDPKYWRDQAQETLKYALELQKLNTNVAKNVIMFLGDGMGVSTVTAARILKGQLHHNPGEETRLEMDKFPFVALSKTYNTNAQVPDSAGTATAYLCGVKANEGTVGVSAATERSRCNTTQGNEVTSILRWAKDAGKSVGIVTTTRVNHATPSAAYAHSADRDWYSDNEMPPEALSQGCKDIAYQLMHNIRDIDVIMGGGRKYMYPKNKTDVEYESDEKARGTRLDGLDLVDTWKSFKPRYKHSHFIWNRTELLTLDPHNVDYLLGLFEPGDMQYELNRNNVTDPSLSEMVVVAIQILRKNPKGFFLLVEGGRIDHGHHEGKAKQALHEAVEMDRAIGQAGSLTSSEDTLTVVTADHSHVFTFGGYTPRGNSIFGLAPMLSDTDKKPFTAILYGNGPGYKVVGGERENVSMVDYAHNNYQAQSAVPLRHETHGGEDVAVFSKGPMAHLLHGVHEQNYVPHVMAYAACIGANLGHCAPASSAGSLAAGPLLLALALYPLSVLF
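Test system – human TNAP · Doses – 20 µM single point · Incubation – 30 min, room temperature · Signal – luminescent substrate turnover signal · Read-out basis – activation factor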
PMI act hi M6P = activators of human phosphomannose isomerase at near-saturating mannose 6-phosphate. P34949. coupled PMI enzyme assay, resazurin fluorescence, 20 min; active compounds read high; 1 = untreated enzyme, 0 = substrate-free blank. activation factor at 20 µM. 190,000 tested, 0.34% active. AID 1216;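 active = activation factor of 2 or more at 20 µM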
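Test system: Human PMI in coupled enzyme assay | Input: 15 ng/mL PMI | Medium: HEPES-buffered pH 7.4 with magnesium and detergent | Compound: One concentration, 20 µM, in 1% DMSO | Incubation: Enzyme reaction with compound 20 min at room temperature | Detection: Diaphorase-driven resazurin-to-resorufin fluorescence, excitation 544, emission 590 nm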
FLuc stim CS = firefly luciferase counter-screen for stimulation assays; P08659; ATPlite luciferase biochemical, luminescence, 10 min; 0 = ATP-free wells, 1 = DMSO control; activation factor at 10 µM; 200,000 tested, under 10 active; AID 1027;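 active = luciferase activation factor, scaled between plate controls, of at least 2 with compound at 10 µM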
Target sequence (P08659 whole entry, looked up): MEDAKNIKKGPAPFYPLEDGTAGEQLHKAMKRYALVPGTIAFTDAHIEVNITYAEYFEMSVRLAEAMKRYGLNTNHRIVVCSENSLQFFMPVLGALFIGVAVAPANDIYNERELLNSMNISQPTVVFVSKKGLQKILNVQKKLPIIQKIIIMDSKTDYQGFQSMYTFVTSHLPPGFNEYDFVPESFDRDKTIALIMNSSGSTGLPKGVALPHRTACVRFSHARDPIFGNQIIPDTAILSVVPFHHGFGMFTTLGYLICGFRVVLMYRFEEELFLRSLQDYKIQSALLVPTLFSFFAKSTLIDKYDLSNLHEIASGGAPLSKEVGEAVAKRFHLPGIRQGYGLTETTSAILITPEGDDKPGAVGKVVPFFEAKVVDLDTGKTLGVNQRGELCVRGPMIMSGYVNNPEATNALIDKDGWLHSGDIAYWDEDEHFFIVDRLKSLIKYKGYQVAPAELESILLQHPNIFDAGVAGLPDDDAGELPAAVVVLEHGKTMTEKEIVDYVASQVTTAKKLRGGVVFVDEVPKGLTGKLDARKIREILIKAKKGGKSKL
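Material: Luciferase/luciferin reagent mix; Doses: test compounds dosed from 2 mM stocks in 100% DMSO; Schedule: 10 min incubation after luciferase reagent addition, room temperature; Measured by: luminescence from luciferase reaction; Read-out: luminescence gain marking luciferase activators.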
TNAP inh no acc = TNAP (human) inhibition, acceptor-free conditions | P05186 | purified TNAP, CDP-star luminescence, 30 min | inhibition, % at 20 µM | 200,000 tested, 0.26% active | AID 1012;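 active = tissue-nonspecific alkaline phosphatase inhibition above about 50% at 20 µM in the single-dose screen, limit read from the data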;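 note: 0% = DMSO negative control and 100% = EDTA positive control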
NF-kB expr up = compounds increasing NF-kB expression in human neuronal cells; NF-kB reporter expression; active compounds read high; fold change at 12.5 µM; 190,000 tested, 1.6% active; in the data active = fold change above about 3.3
FLuc inhib CS = Photinus pyralis luciferase inhibition counter-screen; AID 1006; ATPLite firefly luciferase biochemical luminescence, 10 min; inhibition, % at 10 µM; P08659; 200,000 tested, 1.5% active;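 active = inhibition above about 50% when tested at 10 µM, limit read from the data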
APP 5'UTR act = activates APP 5'UTR luciferase reporter | AID 1276 | activation, % at 2 µM | SH-SY5Y APP 5'UTR luciferase reporter, luminescence; zero percent = DMSO vehicle wells | 190,000 tested, 1% active;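 active = activation above a set limit, based on mean plus 3 SD of controls, cut at about 140% in these data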; note: values of inactives mirror those of a sister screen read the other way
TNAP inh hi DEA = blocks human TNAP under high phosphate acceptor concentration. AID 1135. purified TNAP, CDP-star luminescence, 1 M DEA. P05186. inhibition, % at 20 µM. 200,000 tested, 0.03% active;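 active = over 50% inhibition of tissue-nonspecific alkaline phosphatase at 20 µM in the single-dose screen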;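 note: plate controls were DMSO wells for no effect and EDTA-quenched wells as full inhibition for full effect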
An asterisk follows results filed as active; . = not tested or not shown.

| Structure | PMI act | TNAP inh no acc | FLuc inhib CS | TNAP act hi DEA | APP 5'UTR act | bIAP activator | FLuc stim CS | TNAP inh hi DEA | PMI act hi M6P | NF-kB expr up |
| --- | --- | --- | --- | --- | --- | --- | --- | --- | --- | --- |
| C/C(=N\NC(=O)C1CC1)c1ccc(Cl)c(Cl)c1 | 0.9 | -14 | -3 | 1 | -2 | 0.9 | 1 | -4 | 1.1 | 1.4 |
| CSc1nc(NCC(C)C)c2c3c(sc2n1)CN(C)CC3 | 1 | -1 | -12 | 1 | -8 | 1 | 1.1 | -4 | 1 | 0.88 |
| CCOC(=O)N1CCc2c(sc(NC(=O)c3ccc(S(=O)(=O)N4CCCC4)cc3)c2C#N)C1 | 1.3 | -5 | -7 | 1 | -36 | 0.9 | 1.1 | 1 | 1.1 | 0.67 |
| Cc1ccc(S(=O)(=O)NNC(=O)c2snnc2C)cc1 | 1.1 | -16 | -3 | 1 | -12 | 0.9 | 1 | 1 | 1.1 | 0.92 |
| Nc1nc(-c2cccnc2)nc2sc3c(c12)CCCC3 | 0.9 | 1 | 85* | 1.1 | 93 | 1.1 | 0.2 | -7 | 1 | 5.6* |
| CN(CC(=O)NCc1ccccn1)S(=O)(=O)c1ccc(Br)cc1 | 1 | -2 | -6 | 1 | 1 | 1 | 1.1 | -1 | 1 | 1.4 |
| CN(Cc1cccs1)c1nc(-c2cccnc2)nc2ccccc12 | 1 | -5 | -6 | 1 | -17 | 0.8 | 1.1 | -4 | 1 | 0.79 |
| O=C(CS(=O)c1ccc(C(F)(F)F)cc1[N+](=O)[O-])Oc1ccc(Cl)cc1 (stereo not drawn) | 1 | -11 | -12 | 1.1 | 24 | 0.9 | 1.1 | -7 | 1 | 1 |
| COc1ccc(S(=O)(=O)Cc2ccc(C(=O)N3CCOCC3)o2)cc1 | 0.9 | -10 | -6 | 1 | -17 | 0.9 | 1.1 | -2 | 0.9 | 1 |
| O=C(CCc1ccccc1)Nc1ccc(NC(=O)c2ccco2)nc1 | 1 | -2 | 18 | 1 | 26 | 0.9 | 0.8 | 0 | 1 | 1.4 |
| O=C(c1ccco1)N1CCN(CCCCN2C(=O)c3ccccc3C2=O)CC1 | 1.1 | 10 | 2 | 1 | 1 | 1 | 1 | 0 | 1.1 | 1.3 |
| COc1ccc(C2C(C#N)=C(N)Oc3cc(N)ccc32)cc1OC (stereo not drawn) | 0.8 | -7 | -1 | 1 | -1 | 1.1 | 1 | -5 | 0.7 | 0.84 |
| COC(=O)c1ccc(CSc2nnc(-c3ccc4c(c3)OCO4)n2-c2ccccc2)o1 | 1.1 | -1 | -1 | 1.1 | -7 | 1.2 | 1 | -10 | 1.1 | 1.1 |
| Cc1cccc(C(=O)NNC(=O)c2ccccc2C)c1 | 1 | -25 | 8 | 1 | 26 | 1.1 | 0.9 | -2 | 1 | 1.9 |
| CCN(CC)S(=O)(=O)c1cccc(S(=O)(=O)N2CCCCC2)c1 | 0.9 | -10 | -3 | 1 | . | 0.8 | 1 | -4 | 1 | 0.94 |
| CCOc1cc(N2CCOCC2)c(OCC)cc1NC(=O)c1nc2nccc(C)n2n1 | 0.9 | -14 | -5 | 1.1 | . | 1 | 1.1 | -10 | 0.8 | . |
| CSc1nnc(-c2ccccc2Cl)o1 | 1 | -23 | 5 | 1 | 22 | 1 | 0.9 | -4 | 1 | 1.2 |
| CCOc1ccc(C2C(C#N)=C(N)Oc3cc(C)n(Cc4ccco4)c(=O)c32)cc1OC (stereo not drawn) | 0.9 | -4 | -9 | 1 | -13 | 0.9 | 1.1 | -3 | 0.9 | 0.89 |
| CCC(C)[C@H](N)c1nnc(SCc2cccc(F)c2)o1 (stereo partly drawn) | 1.1 | -17 | -4 | 1.1 | 15 | 1 | 1 | -7 | 1.1 | 1 |
| COCC(C)n1c(SCC(=O)NC(=O)Nc2ccc3c(c2)OCCO3)nc2ccccc2c1=O (stereo not drawn) | 0.8 | -9 | 0 | 1 | 12 | 0.9 | 1 | 1 | 0.8 | 0.49 |
| COC(=O)c1cccc(NC(=O)CCNC(=O)c2ccc([N+](=O)[O-])cc2)c1 | 1.1 | -10 | -10 | 1.1 | 12 | 0.8 | 1.1 | -6 | 1.1 | 1.2 |
| Cc1[nH]n(-c2ncc(-c3ccc(Cl)cc3)s2)c(=O)c1C(c1ccc(Cl)cc1)C(C#N)C#N (stereo not drawn) | 1.4 | -69 | -4 | 0.8 | 13 | 1 | 1 | 18 | 1.5 | 1.1 |
| COc1ccccc1NC(=O)Nc1cnccn1 | 1 | -7 | -2 | 1 | -11 | 1 | 1 | -5 | 1 | 1.2 |
| Cc1ccccc1Nc1nc(N)nc(COC(=O)c2cccn2C)n1 | 1 | -3 | 2 | 1 | 77 | 1 | 1 | -2 | 0.9 | 2.9 |
| COc1ccc(-n2c(C)nc3cc(C(=O)NCCN4CCOCC4)ccc32)cc1 | 1 | -6 | -4 | 1 | . | 1 | 1 | 0 | 1 | 1 |
| CC(C)CCn1c(O)c(N=Nc2ccccn2)c2ccccc21 | 0.7 | 2 | -2 | 0.9 | 7 | 1.1 | 1 | 8 | 0.8 | 1.5 |
| O=C(Nc1cccc(NC(=O)c2ccc(Br)o2)n1)c1ccc(Br)o1 | 1 | -6 | 1 | 1 | -27 | 0.8 | 1 | -3 | 1 | 1.5 |
| O=C(COC(=O)/C=C/c1ccc(S(=O)(=O)N2CCOCC2)cc1)NCc1ccccc1 | 1.1 | -12 | -8 | 1 | 35 | 0.9 | 1.1 | -1 | 0.9 | 0.87 |
| CC1CCN(CCOCCOc2ccccc2-c2ccccc2)CC1 | 1.1 | 1 | 0 | 0.9 | 27 | 0.9 | 1 | 5 | 1 | 0.98 |
| CN(C)/N=C/c1ccc(Sc2ccccc2[N+](=O)[O-])o1 | 1 | -4 | -5 | 1 | -5 | 0.9 | 1.1 | 0 | 1.2 | 1.2 |
| O=S(=O)(/C=C/c1ccccc1)Nc1ccc(F)cc1 | 1 | -8 | -1 | 1 | 6 | 1.1 | 1 | 0 | 1 | 1.2 |
| CCc1ccccc1NC(=O)N1CCC(NC(=O)C(Cc2ccccc2)NC(C)=O)CC1 (stereo not drawn) | 1.1 | -9 | -2 | 1 | -7 | 1.1 | 1 | -2 | 1.2 | 0.91 |
| O=C(CCc1nnc(COc2ccccc2)o1)NCc1ccccc1 | 1 | -11 | -6 | 1.1 | -14 | 1 | 1.1 | -7 | 1 | 1.4 |
| CCC(=O)N(CC)c1nc(-c2ccc(OC)cc2)cs1 | 1 | -5 | 3 | 1.1 | 77 | 0.9 | 1 | -8 | 0.9 | 2.4 |
| CCc1ccc2c(CN3CCc4cc(OC)c(OC)cc4C3)cc(=O)oc2c1 | 1.5 | -36 | -4 | 1 | -7 | 1 | 1 | 0 | 2.2* | 1.1 |
| Cc1cc(C)cc(NC(=O)CN2CCN(CCN=CC3=C(O)CC(c4ccc(Cl)cc4)CC3=O)CC2)c1 (stereo not drawn) | 1 | 2 | -1 | 1.1 | -2 | 1 | 1 | -8 | 0.9 | 0.92 |
| N#Cc1nc(-c2ccccc2F)oc1NCc1ccccc1 | 0.9 | -14 | -1 | 1 | 9 | 0.9 | 1 | -4 | 0.9 | 0.99 |
| O=C(NCC(=O)N(c1ccccc1)C(C(=O)NCC1CCCO1)c1ccccc1)c1ccco1 (stereo not drawn) | 1 | -15 | -2 | 1.1 | -11 | 1.1 | 1 | -6 | 1 | 1.1 |
| CC(C)Cc1nnc(NC(=O)Nc2ccccc2)s1 | . | 4 | 4 | 1 | 77 | 1 | 1 | -3 | . | 2.6 |
| O=C1CCCN1CN(C(=O)c1ccccc1)c1ccccc1 | 0.9 | 3 | 1 | 1 | 3 | 1.1 | 1 | 4 | 0.9 | 1.1 |

An excerpt taken from the entries so far:
| Structure | PMI act | TNAP inh no acc | FLuc inhib CS | TNAP act hi DEA | APP 5'UTR act | bIAP activator | FLuc stim CS | TNAP inh hi DEA | PMI act hi M6P | NF-kB expr up |
| --- | --- | --- | --- | --- | --- | --- | --- | --- | --- | --- |
| O=S(=O)(/C=C/c1ccccc1)Nc1ccc(F)cc1 | 1 | -8 | -1 | 1 | 6 | 1.1 | 1 | 0 | 1 | 1.2 |
| CCc1ccccc1NC(=O)N1CCC(NC(=O)C(Cc2ccccc2)NC(C)=O)CC1 (stereo not drawn) | 1.1 | -9 | -2 | 1 | -7 | 1.1 | 1 | -2 | 1.2 | 0.91 |

More entries follow:
| Structure | PMI act | TNAP inh no acc | FLuc inhib CS | TNAP act hi DEA | APP 5'UTR act | bIAP activator | FLuc stim CS | TNAP inh hi DEA | PMI act hi M6P | NF-kB expr up |
| --- | --- | --- | --- | --- | --- | --- | --- | --- | --- | --- |
| O=C(O)CSc1ncnc2nc[nH]c12 | 1 | 8 | -6 | 1 | . | 0.9 | 1.1 | 2 | 1 | 1.1 |
| CC(Oc1ccc2oc3ccccc3c2c1)C(=O)NC12CC3CC(CC(C3)C1)C2 (stereo not drawn) | 0.9 | 2 | 1 | 1.1 | -1 | 1 | 1 | -6 | 1.1 | 0.98 |
| Cc1c(Cc2ccccc2)c(=O)oc2cc(OCC(N)=O)ccc12 | 1 | -12 | -6 | 1.1 | 2 | 1.2 | 1.1 | -6 | 1 | 1.1 |
| NC(=O)c1ccc(NCCc2ccccc2)c([N+](=O)[O-])c1 | 1 | 2 | 4 | 0.9 | 2 | 0.8 | 1 | 9 | 1 | 1.3 |
| CC1(C(=O)Nc2nnc(SCc3ccccc3)s2)Cc2ccccc2C(=O)O1 (stereo not drawn) | 0.9 | -8 | 3 | 1.1 | -4 | 1 | 1 | -9 | 0.9 | 0.94 |
| O=C(O)c1ccc(NC(=S)N2CCCCC2)cc1 | 1 | -8 | -2 | 1 | 18 | 1 | 1 | -1 | 1 | 1 |
| CCn1c(SC(C)C)nnc1-c1cc(-c2ccccc2)sc1N | 1 | -15 | -7 | 1 | 55 | 0.9 | 1.1 | -2 | 1 | 0.81 |
| O=C(Nc1ccc(F)cc1)c1cccc2c1C(=O)N(Cc1ccccn1)C2 | 1 | -7 | 2 | 1 | 9 | 0.9 | 1 | -3 | 0.9 | 0.81 |
| COc1ccc(N2C(=O)C(Cl)=C(N3CCCC3)C2=O)cc1 | 1 | -13 | 0 | 1 | -8 | 1 | 1 | -2 | 1.1 | 1.3 |
| CCCOc1ccccc1C1NC(=O)NC(C)=C1C(=O)OCc1ccccc1 (stereo not drawn) | 0.8 | -5 | -3 | 1 | 46 | 1.3 | 1 | -1 | 0.8 | 0.3 |
| CCOC(=O)c1oc2c(C)c(O)ccc2c(=O)c1-c1nncn1-c1ccccc1 | 1 | -10 | -4 | 1 | -8 | 0.8 | 1 | -4 | 1 | 0.88 |
| COc1ccc(CC(=O)Nc2ccc3c(c2)CCC3)cc1S(=O)(=O)N1CCOCC1 | 1 | -16 | -3 | 1 | 4 | 1 | 1 | -4 | 0.9 | 0.85 |
| Cc1cc(=O)[nH]c(N/N=C/c2c(C)nn(-c3ccc(F)cc3)c2Cl)n1 | 1.1 | -17 | -2 | 1 | 6 | 1.1 | 1 | 1 | 1.1 | 0.62 |
| Cc1onc(-c2ccccc2Cl)c1C(=O)N1CCN(c2nc3ccccc3s2)CC1 | 0.9 | 0 | -2 | 1 | -10 | 1.2 | 1 | -2 | 0.9 | 0.73 |
| O=C(CSc1ccc(-c2ccc(F)cc2)nn1)NCCc1ccccc1 | 1.1 | -9 | -4 | 1 | 14 | 1.1 | 1 | -4 | 1.1 | 1.2 |
